GAA spleen mod – lysosomal alpha-glucosidase (human) modulation. P10253. human spleen homogenate, 4-MU-alpha-glucoside fluorescence. Potency, µM (doses to about 79.9 µM), for the others: at the top dose activity change, negative = inhibition, most hits filed as inhibitors. hit rate 0.006% among 240,000. AID 2112;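 further: 0% = enzyme with vehicle and -100% = no enzyme basal signal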
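Compounds were titrated against alpha-glucosidase in spleen homogenate at pH 5.0, with 1 mM 4-methylumbelliferyl substrate for 40 min at 37 C. Reactions were quenched with pH 10 NaOH/glycine and fluorescence measured.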
GAA glycogen – GAA glycogen-cleavage inhibition or activation; P10253; recombinant GAA, glycogen substrate, Amplex Red glucose oxidase fluorescence; Potency, µM (series often up to 76.4 µM), inactives show at the top dose activity change, negative = inhibition, usual class: inhibitors; hit rate 0.38% among 300,000; AID 2100;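 further: 0% = full enzyme reaction and -100% = no-enzyme basal signal; the screen sought inhibitors and activators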
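Recombinant human enzyme (4 nM); glycogen substrate; 37 C, 40 min, pH 5.0. Readout: coupled glucose oxidase/Amplex Red fluorescence.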
TRb SRC2 PPI – TRbeta-SRC2 interaction inhibition; hit rate 0.065% among 280,000; Potency, µM (highest dose often 106 µM), for the others: at the top dose activity change, negative = inhibition, most hits filed as inhibitors; TRbeta-SRC2 peptide binding, fluorescence polarization; receptor liganded with 1 µM T3;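 further: plate controls were bound peptide for no effect and peptide without receptor for full effect; nearly all actives have a fitted effect of over 50% in size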
Target sequence (P10828 whole entry, looked up): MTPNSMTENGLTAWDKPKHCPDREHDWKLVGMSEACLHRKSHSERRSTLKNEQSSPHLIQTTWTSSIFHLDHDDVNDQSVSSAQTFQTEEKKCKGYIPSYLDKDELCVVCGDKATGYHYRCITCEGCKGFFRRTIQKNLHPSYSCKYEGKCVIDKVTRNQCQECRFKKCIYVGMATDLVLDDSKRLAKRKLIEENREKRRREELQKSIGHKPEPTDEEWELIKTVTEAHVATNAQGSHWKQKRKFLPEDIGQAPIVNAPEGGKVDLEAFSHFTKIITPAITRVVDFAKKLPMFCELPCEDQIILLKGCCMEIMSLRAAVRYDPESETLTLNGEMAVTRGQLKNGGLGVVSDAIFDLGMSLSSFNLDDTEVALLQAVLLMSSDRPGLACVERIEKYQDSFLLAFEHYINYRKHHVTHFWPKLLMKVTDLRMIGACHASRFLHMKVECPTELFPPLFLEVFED
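Human TRb LBD (0.6 uM) plus Texas Red-labeled SRC2 peptide (20 nM), 1uM T3, 5% DMSO, 5 hr at ambient temperature. Decreased polarization (555/632 nm) flags inhibition; data normalized to free and bound peptide controls.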
RGS12 GoLoco inh – RGS12 GoLoco-Gai1 interaction inhibition; P63096; Gai1:RGS12 GoLoco peptide FP, rhodamine, 10 min; Potency, µM (top dose mostly 61.6 µM), for inactives: top-dose activity, negative = inhibition, usual class: inhibitors; hit rate 0.44% among 230,000; active means well fitted inhibition curve with a large enough effect, not every such curve was filed as active; inactive means no such curve, though single readings can be large or run the other way; further: nearly all actives have a fitted effect of over 30% in size; many of its hits are not listed in these tables
Target sequence (P63096 whole entry, looked up): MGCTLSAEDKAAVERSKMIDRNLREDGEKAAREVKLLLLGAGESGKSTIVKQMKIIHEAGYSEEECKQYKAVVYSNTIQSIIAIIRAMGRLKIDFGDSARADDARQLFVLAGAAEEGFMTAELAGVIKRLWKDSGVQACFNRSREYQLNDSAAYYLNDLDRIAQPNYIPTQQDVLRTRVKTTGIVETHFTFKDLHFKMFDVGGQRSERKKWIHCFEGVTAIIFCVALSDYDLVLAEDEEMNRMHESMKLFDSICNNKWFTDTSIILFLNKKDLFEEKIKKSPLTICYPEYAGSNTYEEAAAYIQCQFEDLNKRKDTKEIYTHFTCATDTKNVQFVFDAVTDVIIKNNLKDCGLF
TexasRed fluor – counter-screen for TRb-SRC2 inhibitors: fluorescence interference | TRb/SRC2 Texas Red total fluorescence interference | Potency, µM (doses to about 106 µM), for the others: at the highest dose fluorescence change, negative = quenching | hit rate 0.29% among 280,000; active means well fitted curve in either direction with a large enough effect; inconclusive means small, poorly fitted or top-dose-only effect
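Human TRβ ligand-binding domain (0.6 uM) and Texas Red SRC2 peptide (20 nM) in Tris buffer with 1 uM T3 and 5% DMSO were incubated with pinned compound for 5 hr at ambient temperature. Total fluorescence was computed as S + 2P (555/632 nm).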
RECQ1 helicase – blocks DNA unwinding by human RECQ1. hit rate 0.54% among 240,000. RECQ1 DNA unwinding, red fluorescence kinetic read. Potency, µM (titrated, usually from 57.3 µM), without a hit: at the highest dose activity, negative = inhibition, most hits filed as inhibitors;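 further: plate controls were vehicle for no effect and no enzyme for full effect; nearly all actives have a fitted effect of over 30% in size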
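50 nM RECQ1T1 preincubated 15 min with compound in Tris pH 8.0 buffer with MgCl2, DTT, Tween-20 and 2.5 ug/ml poly(dI-dC); started with 200 nM TAMRA/BHQ-2 forked duplex and 2 mM ATP. Unwinding read as fluorescence (525/598 nm), two reads 2 h apart.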
L3MBTL1 block – blocks human L3MBTL1; AlphaScreen L3MBTL1–H3K9me1 peptide binding; Potency, µM (doses to about 57.1 µM), for the others: top-dose activity, negative = inhibition, actives largely listed as inhibitors; hit rate 0.66% among 230,000; Q9Y468; further: nearly all actives have a fitted effect of over 60% in size
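Read-out is AlphaScreen signal from streptavidin donor and nickel chelate acceptor beads (10 ug/mL final each) bridging L3MBTL1 (50 nM) and biotinylated K9-monomethylated H3(1-15) peptide (75 nM), after 30 min compound exposure at room temperature.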
GAA inhib – blocks human lysosomal alpha-glucosidase; P10253; purified human GAA, 4-MU-alpha-glucoside fluorescence; Potency, µM (doses to about 76.9 µM), for inactives: at the top dose activity change, negative = inhibition, hits mostly inhibitors; hit rate 0.005% among 200,000; AID 1466;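 further: plate controls were uninhibited enzyme wells for no effect and no-enzyme background for full effect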
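Fluorescence at Ex 365/Em 440 nm from 4-methylumbelliferone reported enzyme activity after 20 min at room temperature. Reactions used 4 nM enzyme and 400 uM substrate at pH 5.0; curves fitted with the Hill equation.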
Active calls of the source: *; i = inactive; ? = inconclusive; . = no result given; [ ] = another dose, or the depositor's remark. Unless noted, the call rests on the fitted dose curve; in most records, active means well fitted curve in the direction sought with a large enough effect; inconclusive means small, poorly fitted or top-dose-only effect, or another doubt; inactive means no such curve, though single readings can be large; an effect the other way counts as inactive or inconclusive. Unless noted, on the % scale 0 is the no-effect control and ±100 the full control effect; potency means the concentration at half of the fitted maximal effect. Some of the compounds tested; rates above refer to the full screens.

No. | molecule | GAA spleen mod | TRb SRC2 PPI | RGS12 GoLoco inh | GAA glycogen | TexasRed fluor | RECQ1 helicase | L3MBTL1 block | GAA inhib
1 | CCOc1cc(NS(=O)(=O)c2ccc(NC(C)=O)cc2)c(OCC)cc1NC(=O)C(C)C | 9% | 0% | -8% | 3% | 2% | i | . | -1%
2 | COc1ccccc1C(=O)Nc1ccc2c(c1)OCO2 | -4% | 4% | -5% | -5% | 2% | -5% | . | 3%
3 | O=C(CCl)Nc1ccc(N2CCCCCC2)cc1 | -2% | -7% | -9% | -19% | -1% | 20% | -25% | 10%
4 | O=C(COc1cccnc1[N+](=O)[O-])Nc1ccc(Cl)c(S(=O)(=O)N2CCOCC2)c1 | 1% | -2% | 11% | 1% | 1% | 10% | 3% | 5%[15.4 µM]
5 | CN(CC(=O)Nc1c(Cl)cccc1Cl)C(=O)CCCN1C(=O)c2ccccc2C1=O | 1% | -24% | -1% | 18% | -1% | i | . | 10%
6 | CC1(C)Cc2cccc(OCC(=O)Nc3ccc(OCC(N)=O)cc3)c2O1 | -2% | 4% | 16% | -6% | -1% | -1% | 26% | 9%
7 | CC(=O)NN1C(=O)c2ccc(Oc3cccc([N+](=O)[O-])c3)cc2C1=O | -10% | 6% | 11% | 1% | -3% | 6% | 3% | 2%
8 | COc1ccc(NS(=O)(=O)c2cc(N/C(=N\S(=O)(=O)c3ccccc3)c3ccc(F)cc3)ccc2Cl)cc1 | -3% | 6% | -8% | 2% | -2% | -11% | -9% | 8%
9 | COc1ccc(/C=C2\SC(=O)N(CCNC(=O)Cc3coc4cc(OC)ccc34)C2=O)cc1 | 1% | -1% | -21% | -7% | -2% | i | -2% | 6%
10 | Cn1c(=O)[nH]c(=O)c2c1nc(CN1CCN(c3ccc(F)cc3)CC1)n2CCc1ccccc1 | -3% | -3% | 4% | -2% | -7% | i | -3% | 5%
11 | O=C(C[n+]1cccc(/C=N/O)c1)N1CCCc2ccccc21 | -1% | 0% | -4% | 4% | -2% | 0% | . | 0%
12 | Nc1cc(S(=O)(=O)O)cc([N+](=O)[O-])c1O | 5% | -3% | 2% | ? | -2% | 3% | ? | -5%
13 | O=C(CN=C1NS(=O)(=O)c2ccccc21)OCC(=O)c1ccccc1 | 1% | 2% | 0% | 5% | -5% | -10% | 8% | .
14 | CCCNC(=O)NCc1ccc(N2CCCC2=O)cc1 | -4% | 20% | -24% | 10% | -2% | -2% | . | 0%
15 | O=C(N/N=C/c1ccc(Cl)c([N+](=O)[O-])c1)c1ccc2nc[nH]c2c1 | -10% | -11% | 3% | -1% | -3% | -5% | -1% | -9%

The list continues:
No. | molecule | GAA spleen mod | TRb SRC2 PPI | RGS12 GoLoco inh | GAA glycogen | TexasRed fluor | RECQ1 helicase | L3MBTL1 block | GAA inhib
16 | COc1cccc(Nc2nc(-c3ccc(O)cc3)cs2)c1 | -3% | -3% | -3% | -17% | -7% | i | -8% | -10%
17 | Cc1ccc(-c2nc(CSc3nc4ccccc4c(=O)n3CCO)cs2)cc1 | -2% | -1% | -1% | 1% | -2% | -11% | -3% | ?
18 | CCOC(=O)N1CCN(S(=O)(=O)c2ccc(OC)c3ccccc23)CC1 | -8% | 12% | 8% | -1% | 1% | -4% | 21%[11.4 µM] | -23%
19 | COC(=O)c1ccccc1NC(=O)Nc1cccc(C)n1 | 4% | -6% | -2% | 1% | -2% | i | 3% | 7%
20 | Cc1cc(C(=O)CN2C(=O)CN(C)C2=O)c(C)n1-c1cccc(S(=O)(=O)N2CCOCC2)c1 | -16% | -13% | -1% | -5% | 1% | 5% | 2% | -6%
21 | CCCc1sc(N/N=C/c2ccccn2)nc1-c1ccc(F)cc1 | -2% | -8% | 15% | ? | -4% | 1% | -9% | -10%
22 | COc1ccc(Nc2oc(-c3ccc(OC)cc3)nc2C#N)cc1 | 2% | 0% | 13% | ? | -8% | -8% | . | .
23 | CCOC(=O)c1c(C)[nH]c(C(=O)COC(=O)c2ccc(F)c(S(=O)(=O)N3CCOCC3)c2)c1C | -4% | 5% | 10% | 5% | 1% | -8% | -1% | -1%
24 | COc1ccc(C(=O)COC(=O)CNC(=O)c2ccc(OC)cc2)cc1 | 1% | 1% | -2% | 5% | 0% | -17% | . | -6%
25 | CCOC(=O)N1CCC(NC(=O)CCC(=O)N2CCOc3ccc(C)cc32)CC1 | -3% | 8% | . | -3% | 1% | -3% | -4% | -8%
26 | Cn1c(=O)cc(OCCCC(=O)NCCN2CCN(c3ccccc3F)CC2)c2ccccc21 | 3% | 3% | -9% | 8% | 3% | -3% | . | -3%
27 | Cc1ccc(NS(=O)(=O)c2cccc(C(=O)NN3CCOCC3)c2)cc1 | -7% | 1% | 10% | -9% | -2% | i | -1% | -2%
28 | COc1ccccc1NC(=O)Cc1noc(CN(C)Cc2cccs2)n1 | -1% | 5% | 22% | -3% | 1% | i | . | 0%
29 | CN(C)S(=O)(=O)c1ccc(N=Cc2c(C(F)(F)F)[nH]n(C)c2=O)cc1 | . | 4% | 1% | -5% | -1% | -3% | 17% | -8%
30 | CC(=O)Nc1ccc(S(=O)(=O)n2nc(C)cc2C)cc1 | 2% | -4% | 1% | 4% | 2% | -5% | 4% | -7%

Sorted by count of non-hydrogen atoms (lowest first): some entries from above
No. | molecule | GAA spleen mod | TRb SRC2 PPI | RGS12 GoLoco inh | GAA glycogen | TexasRed fluor | RECQ1 helicase | L3MBTL1 block | GAA inhib
30 | CC(=O)Nc1ccc(S(=O)(=O)n2nc(C)cc2C)cc1 | 2% | -4% | 1% | 4% | 2% | -5% | 4% | -7%
22 | COc1ccc(Nc2oc(-c3ccc(OC)cc3)nc2C#N)cc1 | 2% | 0% | 13% | ? | -8% | -8% | . | .
27 | Cc1ccc(NS(=O)(=O)c2cccc(C(=O)NN3CCOCC3)c2)cc1 | -7% | 1% | 10% | -9% | -2% | i | -1% | -2%
17 | Cc1ccc(-c2nc(CSc3nc4ccccc4c(=O)n3CCO)cs2)cc1 | -2% | -1% | -1% | 1% | -2% | -11% | -3% | ?

(list continues)
No. | molecule | GAA spleen mod | TRb SRC2 PPI | RGS12 GoLoco inh | GAA glycogen | TexasRed fluor | RECQ1 helicase | L3MBTL1 block | GAA inhib
31 | COc1ccc(NC(=S)NCC(O)c2ccccc2)c(OC)c1 (stereo not drawn) | -5% | 3% | 2% | 9% | 0% | -9% | 0% | ?
32 | COc1ccc(/C=C2\SC(=O)N=C2N)cc1OC | -5% | 4%[53 µM] | 15% | 5% | -3%[53 µM] | -4% | 8% | 1%
33 | CC1(C(=O)CSc2ncn[nH]2)CCC(=O)O1 (stereo not drawn) | -1% | 7% | -3% | 12% | -3% | -4% | . | -2%
34 | O=C(O)CCCC(=O)N1CCC(C(O)(c2ccccc2)c2ccccc2)CC1 | -2% | 3% | 7% | -4% | -2% | i | 0% | 1%
35 | O=C(OCCN1C(=O)c2cccc3c(N4CCOCC4)ccc(c23)C1=O)c1cc(Cl)cc(Cl)c1 | -5% | -9% | 2% | 3% | 1% | ? | 9% | 6%
36 | COC(=O)CSc1nc2ccc(NC(=O)CSc3nnnn3Cc3ccccc3)cc2s1 | 5% | 3% | 8% | 3% | -2% | -3% | -1% | -2%
37 | CCCCNC(=O)C(CC)Sc1nc2sc(C(=O)OC)c(C)c2c(=O)n1N (stereo not drawn) | -4% | 3% | 0% | -9% | -4% | -4% | 4% | -5%
38 | CCCc1nc(NCc2ccccc2)c(C#N)c2c1CCCC2 | 1% | 4% | 3% | 2% | -3% | -3% | 15% | 5%
39 | Cc1ccc(NCCC(=O)c2ccc(Cl)cc2)cc1 | -3% | -3% | 6% | 5% | 0% | -11% | -6% | -2%
40 | C=C1CCN(Cc2ccc(OC)cc2)S(=O)(=O)c2ccccc21 | -11% | -3% | . | . | -2% | -12% | . | .
41 | COC(=O)c1ccc2c(=O)n(-c3ccccc3)c(SCN3C(=O)c4ccccc4C3=O)nc2c1 | 0% | -5% | -3% | 1% | 1% | -2% | 4% | 4%
42 | COC(=O)Nc1sc2c(c1C(N)=O)CCC(C)C2 (stereo not drawn) | 12% | -1% | 5% | -10% | 2% | -7% | 2% | 11%
43 | CCCCCCCN1C=CC(=O)CC1 | 1% | 1% | -2% | -4% | 0% | i | . | .
44 | NC(=O)[C@@H]1CCCN1Cc1nc(Cc2ccccc2F)no1 | 2% | -1% | 3% | -11% | -3% | -4% | 8% | .
45 | C=CC#CC1(O)CC(C)[N+](C)(C)CC1C (stereo not drawn) | 3% | 5% | -7% | -3% | -1% | -13% | 4% | -10%

The list continues.
No. | molecule | GAA spleen mod | TRb SRC2 PPI | RGS12 GoLoco inh | GAA glycogen | TexasRed fluor | RECQ1 helicase | L3MBTL1 block | GAA inhib
46 | Cc1cc(NC(=O)CSc2ncnc3c2cnn3-c2cccc(Cl)c2)no1 | 5% | 6% | 7% | 16% | -2% | i | 7% | 1%
47 | O=C(c1ccc(-c2ccc([N+](=O)[O-])cc2Cl)o1)N1CCOCC1 | -6% | -2% | 5% | 14% | -1% | i | -15% | 13%
48 | COc1ccc(NC(=O)Nc2ccccc2C)c(OC)c1 | -1% | 3% | 8% | -3% | -2% | -5% | -2% | -11%
49 | Cc1cnc(CNc2nc(-c3ccc4c(c3)OCO4)nc3ccccc23)cn1 | 4% | 6% | 4% | . | -23% | i | . | .
50 | CCn1nc(C)c(NC(=O)CSc2nnc(-c3ccco3)n2C)c1C | 6% | -22% | -8% | 5% | -2% | -2% | -2%[11.4 µM] | -5%
51 | Cc1cc(C)n2nc(C(=O)N/N=C/c3ccc(Cl)cc3)nc2n1 | 8% | 3% | 7% | 0% | -1% | -7% | -4% | 3%
52 | CNC(=O)CSc1nnc(CCc2ccccc2)n1-c1ccccc1 | 2% | -28% | -1% | 6% | -1% | i | ? | ?
53 | Cc1ccccc1NC(=S)c1nc2ccccc2[nH]1 | -1% | 3% | 13% | -4% | -1% | -6% | ? | 0%
54 | COc1ccccc1N1CCN(CC(=O)Nc2ccc(C)c(F)c2)CC1 | -5% | -19% | 10% | 5% | -3% | i | 27% | -10%
55 | CO/N=C(/C)CCS(=O)(=O)c1ccccc1 | 7% | 1% | -5% | 5% | -7% | -2% | -4% | 3%
56 | O=C(OCC(=O)N1CCCc2ccccc21)c1ccc(Br)o1 | 2% | 2% | 4% | 4% | 2% | -14% | -6% | -1%
57 | CCCc1nnc(SCC(=O)N2CCCCC2C)n1CC1CCCO1 (stereo not drawn) | -4% | -4% | -11% | 6% | -5% | -6% | -4% | 1%
